CHRM5 agonist: CHRM5 agonism in calcium assay; P08912; CHO-K1 hM5 cells, Fluo-8 calcium fluorescence; 0% DMSO wells, 100% maximal acetylcholine response; activation, % at 3 µM; 0.19% of 360,000 active; AID 624037;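 active = activation above the run's mean over test compounds plus 3 SD, cut at about 23% in these data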;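 also: signal is peak over basal fluorescence ratio across the kinetic read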
Target sequence (P08912 whole entry, looked up): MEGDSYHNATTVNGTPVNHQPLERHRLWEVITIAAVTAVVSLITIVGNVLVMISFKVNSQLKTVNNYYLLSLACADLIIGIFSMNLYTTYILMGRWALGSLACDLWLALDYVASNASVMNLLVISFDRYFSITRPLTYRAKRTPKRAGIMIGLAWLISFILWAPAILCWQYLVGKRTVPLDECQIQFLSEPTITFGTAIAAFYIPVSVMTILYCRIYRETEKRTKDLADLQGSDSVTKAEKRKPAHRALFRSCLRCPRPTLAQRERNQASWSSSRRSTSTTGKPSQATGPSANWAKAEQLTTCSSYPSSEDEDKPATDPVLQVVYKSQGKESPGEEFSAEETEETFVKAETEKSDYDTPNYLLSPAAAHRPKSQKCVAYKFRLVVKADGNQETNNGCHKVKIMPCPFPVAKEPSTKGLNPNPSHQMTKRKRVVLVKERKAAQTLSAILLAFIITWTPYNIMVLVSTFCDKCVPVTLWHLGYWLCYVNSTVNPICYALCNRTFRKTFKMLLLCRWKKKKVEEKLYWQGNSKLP
M1 antag: blocks human M1 muscarinic receptor | P11229 | CHO-K1 hM1, Fluo-8 calcium fluorescence, ACh EC80 antagonist | inhibition, % at 3 µM | 1.3% of 360,000 active | AID 588852;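 active = percent inhibition above its own plate's cutoff, namely the mean of that plate's compound wells plus 3 SD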;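 also: peak over basal fluorescence ratio during 140 s after agonist addition; 0% = ACh EC80 plus DMSO and 100% = DMSO alone without agonist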
Target sequence (P11229 whole entry, looked up): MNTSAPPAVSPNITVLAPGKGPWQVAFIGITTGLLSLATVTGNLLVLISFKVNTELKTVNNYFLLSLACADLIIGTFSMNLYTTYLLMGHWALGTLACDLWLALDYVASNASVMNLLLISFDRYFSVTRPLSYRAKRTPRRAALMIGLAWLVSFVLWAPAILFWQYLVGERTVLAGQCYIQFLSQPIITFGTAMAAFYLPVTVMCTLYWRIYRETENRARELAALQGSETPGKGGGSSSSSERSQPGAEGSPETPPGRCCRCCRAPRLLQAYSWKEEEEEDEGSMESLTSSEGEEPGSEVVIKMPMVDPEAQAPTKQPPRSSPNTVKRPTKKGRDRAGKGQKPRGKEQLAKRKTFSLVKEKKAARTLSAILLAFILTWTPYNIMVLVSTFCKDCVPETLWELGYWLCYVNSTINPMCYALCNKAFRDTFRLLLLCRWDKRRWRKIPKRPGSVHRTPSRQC
TAAR1 agonist: agonists of human TAAR1; Q96RJ0; 0.99% of 360,000 active; CHO RD-HGA16 TAAR1, Fluo-8 calcium fluorescence; vehicle wells 0%, saturating PEA agonist 100%; AID 624467; activation, % at 3 µM;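 active = activation above the mean activation of all test compounds in the run plus 3 SD, cut at about 38% in these data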
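Signal – calcium-sensitive Fluo-8 signal, excitation 470-495, emission 515-575 nm · System – RD-HGA16 (CHO) cells co-expressing Gα16 and hTAAR1 · Incubation – 17-24 h seeding, 75 min 37 °C dye, 30 min RT · Compound dosing – 3 µM single concentration · Repeats – no replicates (n 1)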
M5 PAM: potentiates acetylcholine response at human M5 receptor; CHO-K1 hM5, Fluo-8 calcium, ACh EC20 PAM; 0% = ACh EC20, 100% = ACh EC100; activation, % at 3 µM; 0.3% of 360,000 active; AID 624038;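 active = activation above the run cutoff, the mean activation of all test compounds plus 3 SD, cut at about 18% in these data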
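System – CHO-K1 hM5 cells · Compound – 3 µM, single dose · Incubation – compound preincubation 140 s before EC20 acetylcholine addition · Technique – Fluo-8 calcium fluorescence · Measure – Max/basal fluorescence ratio as % of EC20–EC100 ACh window · Benchmarks – low control EC20 acetylcholine (0%), high control EC100 acetylcholine (100%) · Replication – singlicate, one well per test compound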
CHRM5 antagonist: blocks acetylcholine activation of human M5 receptor; 0.59% of 360,000 active; inhibition, % at 3 µM; AID 624040; P08912; CHO-hM5 cells, Fluo-8 calcium fluorescence, ACh EC80;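 active = inhibition above a per-plate cutoff, the mean of that plate's test compounds plus 3 SD, cut at about 27% in these data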;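 also: 0% = acetylcholine EC80 with DMSO and 100% = DMSO without agonist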
M4 antag: antagonists of human muscarinic M4 receptor (CHRM4). P08173. CHO-hM4 cells, ACh EC80, Fluo-8 calcium fluorescence. inhibition, % at 3 µM. 0.73% of 360,000 active;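 active = inhibition above its plate's cutoff, the mean inhibition of sample wells plus 3 SD, cut at about 27% in these data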;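 also: 0% = acetylcholine EC80 with DMSO and 100% = DMSO without agonist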
CHRM1 PAM: human CHRM1 positive allosteric modulation; CHO-K1 hM1, Fluo-8 calcium fluorescence, ACh EC20; 0% = ACh EC20, 100% = maximal ACh; P11229; 0.088% of 360,000 active; activation, % at 3 µM; in the data active = activation above about 19%, passing the limit was not always enough
CHRM4 agonist: agonists of human muscarinic M4 receptor (CHRM4); activation, % at 3 µM; CHO-K1 hM4/Gqi5, Fluo-8 calcium fluorescence; vehicle 0%, full acetylcholine response 100%; AID 624127; 0.14% of 360,000 active; P08173;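 active = activation above the run mean over all test wells plus 3 SD, cut at about 32% in these data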;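 also: peak over basal fluorescence ratio per well then scaled between controls; 0% = DMSO wells and 100% = acetylcholine at EC100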
M1 ag: agonists of human M1 muscarinic receptor; P11229; CHO-K1 hM1, Fluo-8 calcium fluorescence, agonist mode; 0% DMSO, 100% acetylcholine EC100; activation, % at 3 µM; 0.33% of 360,000 active;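 active = activation above the run's mean compound activation plus 3 SD, cut at about 16% in these data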;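 also: peak over basal fluorescence ratio within a 140 s kinetic read after compound addition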
Starred values were filed as active, the others as inactive. The list is partial; the hit share may differ from the screen's.

SMILES	CHRM5 agonist	M1 antag	TAAR1 agonist	M5 PAM	CHRM5 antagonist	M4 antag	CHRM1 PAM	CHRM4 agonist	M1 ag
O=C(O)c1cccc(N2C(=O)c3ccc4c5c(ccc(c35)C2=O)C(=O)N(c2cccc(C(=O)O)c2)C4=O)c1	3	-14	-1	1	10	-3	11	0	-3
CCOc1ccc(CCNC(=O)COC(=O)Cn2cnc3c2c(=O)n(C)c(=O)n3C)cc1OCC	-4	-10	1	6	1	7	3	1	-6
CC(C)(O)CC[C@@H](O)[C@](C)(O)[C@H]1CC[C@@]2(O)C3=CC(=O)[C@@H]4C[C@@H](O)[C@@H](O)C[C@]4(C)[C@H]3CC[C@]12C	2	-3	1	3	-10	-15	-2	1	-2
COc1ccccc1CN(CC(=O)NCc1ccc(F)cc1)C(=O)c1csnn1	2	3	6	-4	7	-8	2	11	-1
COc1ccc(/C=C2\CCCc3c2nc2ccc(C)cc2c3C(=O)O)cc1O	1	-8	0	6	-8	0	5	0	-3
COc1ccc(N2CCN(C(=O)c3cc4c(C)nc5ccccc5c4o3)CC2)cc1	4	8	4	-5	9	9	-8	20	1
COCCNC(=O)C(=O)Nc1ccc(Br)cc1	3	-11	6	5	-5	2	4	2	0
O=C(CCC1CCCC1)NCCS(=O)(=O)N1CCN(c2ccccc2)CC1	2	-5	1	3	-15	-9	9	5	3
COC(=O)c1ccc(C(=O)N2CCCC(Nc3ccc(F)c(F)c3)C2)cc1 (stereo not drawn)	-2	-10	-1	-11	20	-2	4	2	-1
N#C/C(=C\C=C\c1ccccc1[N+](=O)[O-])c1nc(-c2ccc3c(c2)OCO3)cs1	0	15	5	-6	15	10	-3	1	-4
CC(Sc1nc2ccccc2n1C)C(=O)Nc1ccc(N2CCOCC2)cc1 (stereo not drawn)	-1	2	10	1	3	5	3	2	-4
Cn1c(=O)c2c(nc(NCc3cccnc3)n2Cc2ccccc2Cl)n(C)c1=O	3	2	13	6	2	-2	-2	0	-5
Cc1cc(C(=O)CSc2n[nH]c(N)n2)c(C)n1-c1ccc2c(c1)OCO2	-3	-2	1	-1	0	-11	-5	4	-6
NC(=O)C1CC(=O)N(c2ccc(OCc3ccccc3Cl)cc2)C1 (stereo not drawn)	-1	0	5	3	-8	0	1	2	-8
CC(C)CN(CC(C)C)C(=O)CS(=O)(=O)Cc1ccccc1	2	1	9	3	-5	8	0	1	-2
COCc1nnc(NC(=O)C2CC(=O)N(C3CCCCC3)C2)s1 (stereo not drawn)	1	0	0	-4	12	0	-1	0	-2
C=CCN1C(=O)/C(=C/c2ccc(OCC(=O)O)cc2)S/C1=N/c1nccs1	1	1	8	-1	-3	-9	2	1	-5
COCCNC(=O)c1ccc(CS(=O)(=O)c2cccc(C(F)(F)F)c2)o1	-4	-13	0	3	3	-9	8	2	-2
COc1ccc(S(=O)(=O)N2CCC(C(=O)N3CCCC3)CC2)cc1	-2	-9	6	3	-2	-3	6	2	-4
Cc1ccc(NC(=O)CN2C(=O)COc3ccc(S(=O)(=O)N4CCCC4)cc32)c(C)c1	-4	0	2	-5	11	4	-2	0	-7
CCN1CCN(S(=O)(=O)c2ccc(C(=O)Nc3sc4c(c3C(N)=O)CCN(CC)C4)cc2)CC1	-1	0	1	3	-6	6	1	0	-6
O=C(OCC(=O)N1CCc2ccccc21)C1CCCN1S(=O)(=O)c1ccc(Cl)cc1 (stereo not drawn)	-7	-9	0	-7	10	-13	6	7	-6
O=C(Nc1cccc(Br)c1)c1cc(=O)c2ccccc2o1	-3	-9	3	6	-1	0	13	0	1
COC(=O)C(C#N)C(=C1C(=O)CC(C)(C)CC1=O)c1ccc(O)cc1 (stereo not drawn)	-1	-13	0	-1	1	-7	8	0	-2
O=C(CSCc1ccccc1)Nc1ccc(F)c(F)c1	-3	3	1	-9	7	5	3	2	-6
O=C1Nc2ccccc2N=C(c2ccc3c(c2)OCO3)C1N(C(=O)c1ccnc2ccccc12)c1ccccc1 (stereo not drawn)	3	1	1	2	-3	0	4	8	-4
NC(=O)c1ccc(Oc2ccc(Cl)cc2)c([N+](=O)[O-])c1	-4	9	0	-2	2	1	-4	1	-6
COC(=O)c1ccc2nc(-c3ccco3)c(Cc3ccc(OC)cc3C)n2c1	2	-21	0	11	10	6	-1	0	-3
O=C(CCNC(=O)c1ccc(Cl)cc1)Nc1c(F)c(F)cc(F)c1F	1	-15	4	5	-1	3	12	0	-8
Cc1occc1-c1n[nH]c(=S)n1-c1ccccc1	-2	-3	0	-5	9	-1	1	0	-2
CC(NC(=O)Cn1cc([N+](=O)[O-])cn1)c1ccc(C(C)(C)C)cc1 (stereo not drawn)	3	0	9	-3	12	-4	-1	3	-2
CCC(=O)Nc1cc(-c2nn(C)c(=O)c3ccccc23)ccc1N1CCCCC1	-4	-4	9	3	3	2	3	1	-3
COc1ccc(S(=O)(=O)N2CCOCC2)cc1NC(=O)C1COc2ccccc2O1 (stereo not drawn)	4	0	11	-16	11	-9	3	18	0
Cc1ccc(SCCN2CCN(C)CCC2=O)cc1	-4	0	3	3	14	11	1	1	-8
COc1ccccc1NC(=O)C1=C(C)Nc2ncnn2C1c1ccccc1C (stereo not drawn)	1	-8	-1	-3	2	-6	12	1	-1
CN(Cc1cccnc1)C(=O)c1cc(COc2ccc3c(c2)CCCC3)on1	-1	64*	4	-18	33*	0	-21	15	0
CCOC(=O)C(NCc1ccc2c(c1)OCO2)(NC(=O)CC)C(F)(F)F (stereo not drawn)	-2	-12	4	-2	2	-2	7	1	-1
CC(C)(C)NC(=O)CSc1nc(O)cc(=O)[nH]1	-1	-10	1	4	0	2	12	0	-5
COC(=O)CCC(=O)N1CCc2cc(S(=O)(=O)N3CCN(c4ccccc4Cl)CC3)ccc21	-1	-31	8	-5	3	0	2	1	-2
O=[N+]([O-])c1ccccc1SN(Cc1ccccc1)c1ccccn1	-6	-4	11	-7	5	-1	0	-1	-12

6 of the compounds above, as comma-separated lines.
Compound,CHRM5 agonist,M1 antag,TAAR1 agonist,M5 PAM,CHRM5 antagonist,M4 antag,CHRM1 PAM,CHRM4 agonist,M1 ag
O=C(Nc1cccc(Br)c1)c1cc(=O)c2ccccc2o1,-3,-9,3,6,-1,0,13,0,1
COC(=O)C(C#N)C(=C1C(=O)CC(C)(C)CC1=O)c1ccc(O)cc1 (stereo not drawn),-1,-13,0,-1,1,-7,8,0,-2
O=C(CSCc1ccccc1)Nc1ccc(F)c(F)c1,-3,3,1,-9,7,5,3,2,-6
O=C1Nc2ccccc2N=C(c2ccc3c(c2)OCO3)C1N(C(=O)c1ccnc2ccccc12)c1ccccc1 (stereo not drawn),3,1,1,2,-3,0,4,8,-4
NC(=O)c1ccc(Oc2ccc(Cl)cc2)c([N+](=O)[O-])c1,-4,9,0,-2,2,1,-4,1,-6
COC(=O)c1ccc2nc(-c3ccco3)c(Cc3ccc(OC)cc3C)n2c1,2,-21,0,11,10,6,-1,0,-3

(list continues)
SMILES	CHRM5 agonist	M1 antag	TAAR1 agonist	M5 PAM	CHRM5 antagonist	M4 antag	CHRM1 PAM	CHRM4 agonist	M1 ag
COc1ccccc1Nc1nc2ccc(C)cc2n2cnnc12	-4	-4	3	-5	11	4	4	0	-4
CCCn1c2ccccc2c2nnc(SCCN3CCOCC3)nc21	2	-8	7	-7	8	-5	1	10	-8
CN(CC(=O)Nc1cccc(F)c1)C(=O)c1cn(-c2ccccc2)nc1-c1ccccc1	-1	6	1	-5	-4	0	-4	8	-2
COc1ccccc1C=NN=Cc1ccccc1OC	0	-7	-2	-4	14	-1	8	0	0
O=C(O)c1cccc(S(=O)(=O)Nc2cccc3ccccc23)c1	-2	0	-1	3	6	5	5	1	0
COC(=O)[C@@]12CCCCN1[C@H](c1ccc(-c3ccc(C(C)=O)cc3)cc1)[C@@H]1C(=O)N(C)C(=O)[C@@H]12	2	1	21	-3	12	12	1	1	-4
COc1ccccc1OCCCCNC(C)(C)C	1	-34	1	3	-6	-2	13	1	-3
O=C(O)c1cccc(S(=O)(=O)Nc2ccccc2Cl)c1	-2	-5	3	-2	2	0	7	0	0
CCCCNC(=O)Nc1ccc2c(c1)N(C)C(=O)c1ccccc1S2	-1	-6	11	-5	6	-2	3	4	-1
CN(CC(=O)NC1CCCCC1)S(=O)(=O)c1cccc2cccnc12	3	0	1	-2	2	-14	6	2	-1
CC(C)CNC(=O)C1CCN(c2ccc(S(=O)(=O)N3CCOCC3)cc2Cl)CC1	8	-10	14	0	-11	4	8	9	0
CC(C)C1Nc2ccc(C(=O)NCc3ccco3)cc2NC1=O (stereo not drawn)	1	1	3	2	0	-10	6	3	-3
Cc1ccccc1C(=O)NC(CC(C)C)C(=O)OCc1cc(=O)n2cc(Br)ccc2n1 (stereo not drawn)	1	6	2	1	-6	2	-2	4	-5
O=C(c1ccccc1)c1ccc(C(=O)N2CCN(c3ccc(F)cc3)CC2)o1	0	8	7	-2	4	5	-1	4	0
CNC(=O)N1CCN(C(=O)NC)CC1	2	-4	3	7	-3	-3	3	2	-4
C=CCOc1cccc(/C=N/NC(=O)C(=O)NCc2ccco2)c1	-6	-10	2	-5	5	-1	7	-1	-5
CC(C)Oc1cccc(C(=O)C2CCCN(C(=O)c3ccsc3)C2)c1 (stereo not drawn)	4	-7	2	9	-9	1	10	0	-6
COC(=O)[C@@H]1C[C@H]2CC[C@H](O)C[C@H]2N1Cc1ccc(C)s1	8	-3	2	2	1	-1	6	2	1
Cn1nnc(NC(=S)NC(=O)c2cccc3ccccc23)n1	-4	-2	1	2	7	8	2	1	-4
Cc1cc(C)nc(NC(=O)c2cccc([N+](=O)[O-])c2C)n1	-1	-50	8	2	-7	-11	10	1	1
Cc1noc(C)c1C(=O)NCCc1ccc(S(N)(=O)=O)cc1	-2	-11	4	0	4	-5	11	1	-1
O=C(NCCNc1ccc([N+](=O)[O-])cc1)c1cccc2c(Br)cccc12	0	-4	4	3	-2	-5	3	1	-7
CCN1CCN(c2ccc(NC(=O)Cc3ccccc3)cc2)CC1	-9	-3	0	4	-2	2	1	0	-7
O=C(c1ccc(S(=O)(=O)N2CCCC2)cc1)N(c1ccccc1)C1C=CS(=O)(=O)C1 (stereo not drawn)	-1	21	2	8	-7	4	-8	1	-5
CCOc1ccc(NC(=O)CN(C)C(=O)c2ccc(OCC3CCCO3)cc2)cc1OCC (stereo not drawn)	-4	18	1	-2	2	-6	1	1	-4
CCc1c(C(=O)NCCc2ccc(OC)c(OC)c2)[nH]c(C)c1C(C)=O	3	-9	6	-4	4	-5	11	7	-2
O=C(O)CNC(=S)N(Cc1ccccc1F)C1CCCCC1	-1	-1	15	5	4	3	7	1	0
O=C(O)c1cccc(-n2cccc2/C=C2/NC(=O)N(Cc3ccccc3F)C2=O)c1	-1	-8	3	1	5	1	1	0	0
Cc1nn(S(=O)(=O)N2CCCCC2)c(C)c1Br	0	-5	0	1	-1	-9	14	-1	-4
O=C(Cn1cnc2c(nnn2Cc2ccccc2)c1=O)Nc1ccc2c(c1)OCCO2	0	3	2	-1	-5	3	3	1	5
O=C(NCCCn1ccnc1)c1ccc(C(F)(F)F)cc1	-6	-21	3	1	-4	-16	13	1	-5
